# Screening results deposited in PubChem by several laboratories.
# OXTR agonist = agonists of human oxytocin receptor. P30559. CHO-OTR cells, Fluo-8 calcium fluorescence; normalized: DMSO 0%, oxytocin 100%. activation, % at 3 µM. 320,000 tested, 0.32% active;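 active means activation above the mean of all tested compounds plus 3 SD, cutoff set per screening run, cut at about 20% in these data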;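 further: peak over basal fluorescence ratio from a 100 s FLIPR kinetic read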
# MEKK2wt PB1 HTS = raises or lowers MEK5 binding to wildtype human MEKK2 PB1 domain; Q9Y2U5; bead flow cytometry, Alexa488-MEK5 binding to MEKK2 WT; actives lie on both sides; binding response (% of control), % at 10 µM; 290,000 tested, 1.1% active; AID 1531; in the data active means binding response below about 67% or above about 130%
# DNA FID counter = displaces DNA intercalator in HCV helicase counter-screen; DNA fluorescent intercalator displacement, fluorescence; inhibition, % at 7.9 µM; 290,000 tested, 0.17% active; in the data active means inhibition above about 37%;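 further: 0% = vehicle and 100% = reference compound; higher means more ethidium bromide displaced from hairpin DNA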
# GPR7 antagonist = antagonists of human GPR7 (neuropeptides B/W receptor 1) | P48145 | GPR7-expressing cells, fluorescence antagonist assay | inhibition, % at 4.4 µM | 290,000 tested, 1.1% active | AID 1861; in the data active means inhibition above about 16%, passing the limit was not always enough;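 further: cells stimulated with the agonist NPW; 0% = agonist with vehicle and 100% = vehicle without agonist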
# PHOSPHO1 inh = PHOSPHO1 (human) inhibition; Q8TCT1; recombinant PHOSPHO1, absorbance phosphatase assay; inhibition, % at 13.3 µM; 290,000 tested, 1.1% active; AID 1565; in the data active means inhibition above about 60%
# Target sequence (Q8TCT1 whole entry, looked up): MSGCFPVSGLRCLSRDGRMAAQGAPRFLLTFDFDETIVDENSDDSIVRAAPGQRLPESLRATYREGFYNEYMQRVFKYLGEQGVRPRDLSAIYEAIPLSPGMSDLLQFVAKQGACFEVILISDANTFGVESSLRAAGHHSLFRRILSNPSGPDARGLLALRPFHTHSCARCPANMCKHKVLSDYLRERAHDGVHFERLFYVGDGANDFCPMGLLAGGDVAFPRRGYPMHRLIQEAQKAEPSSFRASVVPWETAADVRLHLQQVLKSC
# NALP1 inh = inhibitors of NALP1 inflammasome in yeast. S. cerevisiae NALP1/ASC/caspase-1 growth, X-gal OD620, 72 h. inhibition, % at 10 µM. 280,000 tested, 0.61% active; in the data active means inhibition mostly above about 24%, no sharp cut-off; inactive means mostly below about 32%; further: some compounds called inactive have numbers as strong as hits
# MEKK3 PB1 HTS = MEKK3-MEK5 PB1 interaction, increase or decrease; bead-based flow cytometry, Alexa488-MEK5 binding to MEKK3; actives lie on both sides; 0 = blocked by unlabeled MEK5, 100 = vehicle; AID 1529; 290,000 tested, 1.4% active; binding response (% of control), % at 10 µM; Q99759;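 active means binding response more than 3 SD above or below the average of its plate-row segment, actives on both sides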;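 further: Alexa488 bead fluorescence after subtracting the streptavidin-only scavenger bead signal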
# Target sequence (Q99759 whole entry, looked up): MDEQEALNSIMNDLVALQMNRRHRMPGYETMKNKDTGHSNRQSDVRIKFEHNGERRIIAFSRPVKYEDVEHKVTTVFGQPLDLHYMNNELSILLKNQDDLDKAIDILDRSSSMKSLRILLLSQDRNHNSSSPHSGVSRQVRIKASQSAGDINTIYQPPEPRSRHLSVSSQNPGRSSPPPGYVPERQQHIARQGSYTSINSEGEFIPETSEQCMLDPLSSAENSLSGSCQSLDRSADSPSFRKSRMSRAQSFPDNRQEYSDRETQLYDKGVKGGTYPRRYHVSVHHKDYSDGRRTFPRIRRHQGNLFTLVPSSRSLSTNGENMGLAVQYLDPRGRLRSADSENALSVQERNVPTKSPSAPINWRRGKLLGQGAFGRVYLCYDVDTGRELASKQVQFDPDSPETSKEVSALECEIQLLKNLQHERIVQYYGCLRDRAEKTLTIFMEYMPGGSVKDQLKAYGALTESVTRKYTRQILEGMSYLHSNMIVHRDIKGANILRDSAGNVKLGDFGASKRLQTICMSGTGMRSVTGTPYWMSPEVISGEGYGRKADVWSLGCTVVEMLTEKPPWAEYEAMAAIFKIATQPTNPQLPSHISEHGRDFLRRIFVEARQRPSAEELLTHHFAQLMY
# MEKK2mut PB1 HTS = signal of MEK5 binding to mutant human MEKK2 PB1 domain. bead flow cytometry, Alexa488-MEK5 binding to MEKK2 mutant. percent response, % at 10 µM. 290,000 tested, 0.35% active. AID 1530; in the data active means percent response above about 24%, passing the limit was not always enough; further: inactives centre near 1; some results filed as inactive read as strong as hits; reference of the scale not given here
# M18AAP inhibitor = blocks P. falciparum M18 aspartyl aminopeptidase; recombinant PfM18AAP, H-Glu-NHMec fluorogenic cleavage; 290,000 tested, 1.2% active; inhibition, % at 7.35 µM;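 active means inhibition above the campaign mean inhibition over all tested compounds plus 3 SD, cut at about 28% in these data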;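 further: 0% = plate median of test compound wells and 100% = 2 mM ZnCl2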
# Numbers without * were called inactive; . = not tested or not shown; [ ] = remark or other dose.
# Sample of the layout:
No.	Compound	OXTR agonist	MEKK2wt PB1 HTS	DNA FID counter	GPR7 antagonist	PHOSPHO1 inh	NALP1 inh	MEKK3 PB1 HTS	MEKK2mut PB1 HTS	M18AAP inhibitor
1	Cc1cccc2sc(NC(=O)CSCc3ccccc3)nc12	-2.2	102	-7	-14	-12	17	102	8	-13
2	CCC(C)Nc1cc(C)nc2ncnn12 (stereo unspecified)	3.7	103	2	-6	37	-8	105	1	-8
3	Cc1nc2cc(NC(=O)NC(C)(C)C)ccc2n1C	-0.1	99	2	-1	53	13	104	-4	-2
4	Cc1ccc(C(=O)COC(=O)C(C)N2C(=O)C3C4C=CC(C4)C3C2=O)cc1C (stereo unspecified)	.	107	-42	5	31	8	101	5	-3
5	CCOC(=O)c1ccc(NS(=O)(=O)N2CCCCCC2)cc1	-0.9	107	-18	-4	-18	11	109	8	-1
6	Cn1nccc1C(=O)N1CCN(c2ccccc2Cl)CC1	-0.4	109	-15	-2	8	13	105	8	-10
7	CC1(C)N=C(/C=N/O)C=[N+]1[O-]	-0.2	106	-3	0	1	12	103	3	5
8	CCCC(=O)OC1CC(C)N(C(=O)c2ccccc2)c2ccc(C)cc21 (stereo unspecified)	-2.3	21*[inhibitor]	-33	-4	-4	-4	12*[inhibitor]	-40	2
9	O=C(CCNS(=O)(=O)c1c(Cl)cccc1Cl)OCC(=O)c1ccccc1	6.6	97	-12	-6	-16	9	90	-2	-1
10	COCCn1c(SCC(=O)Nc2ccc3c(c2)OCCO3)nnc1C(C)C	0.3	106	-11	-2	39	-14	104	7	0
11	Cc1ccc(C(=O)Nn2c(C)nc3ccccc3c2=O)cc1C	-1.8	97	-1	-16	28	10	100	3	3
12	C=CCNC(=O)COC(=O)c1cc(S(=O)(=O)N2CCCCC2)ccc1Cl	1.5	107	-11	2	4	8	108	-5	-2
13	Cc1cc(C(=O)NCCc2ccccc2)ccc1[N+](=O)[O-]	-1.4	101	2	-10	-14	31	99	4	2

# The whole of this part, repeating the preview:
No.	Compound	OXTR agonist	MEKK2wt PB1 HTS	DNA FID counter	GPR7 antagonist	PHOSPHO1 inh	NALP1 inh	MEKK3 PB1 HTS	MEKK2mut PB1 HTS	M18AAP inhibitor
1	Cc1cccc2sc(NC(=O)CSCc3ccccc3)nc12	-2.2	102	-7	-14	-12	17	102	8	-13
2	CCC(C)Nc1cc(C)nc2ncnn12 (stereo unspecified)	3.7	103	2	-6	37	-8	105	1	-8
3	Cc1nc2cc(NC(=O)NC(C)(C)C)ccc2n1C	-0.1	99	2	-1	53	13	104	-4	-2
4	Cc1ccc(C(=O)COC(=O)C(C)N2C(=O)C3C4C=CC(C4)C3C2=O)cc1C (stereo unspecified)	.	107	-42	5	31	8	101	5	-3
5	CCOC(=O)c1ccc(NS(=O)(=O)N2CCCCCC2)cc1	-0.9	107	-18	-4	-18	11	109	8	-1
6	Cn1nccc1C(=O)N1CCN(c2ccccc2Cl)CC1	-0.4	109	-15	-2	8	13	105	8	-10
7	CC1(C)N=C(/C=N/O)C=[N+]1[O-]	-0.2	106	-3	0	1	12	103	3	5
8	CCCC(=O)OC1CC(C)N(C(=O)c2ccccc2)c2ccc(C)cc21 (stereo unspecified)	-2.3	21*[inhibitor]	-33	-4	-4	-4	12*[inhibitor]	-40	2
9	O=C(CCNS(=O)(=O)c1c(Cl)cccc1Cl)OCC(=O)c1ccccc1	6.6	97	-12	-6	-16	9	90	-2	-1
10	COCCn1c(SCC(=O)Nc2ccc3c(c2)OCCO3)nnc1C(C)C	0.3	106	-11	-2	39	-14	104	7	0
11	Cc1ccc(C(=O)Nn2c(C)nc3ccccc3c2=O)cc1C	-1.8	97	-1	-16	28	10	100	3	3
12	C=CCNC(=O)COC(=O)c1cc(S(=O)(=O)N2CCCCC2)ccc1Cl	1.5	107	-11	2	4	8	108	-5	-2
13	Cc1cc(C(=O)NCCc2ccccc2)ccc1[N+](=O)[O-]	-1.4	101	2	-10	-14	31	99	4	2
14	C/C(=N\NC(=O)c1ccncc1)c1ccc(N(C)C)cc1	-0.1	103	-2	-15	12	4	104	5	2
15	O=C1OCC2=C1C(c1ccc(F)cc1)c1cc3c(cc1N2)OCCO3 (stereo unspecified)	.	98	-7	19*	24	6	100	-2	0
16	CCOC(=O)c1ccc(NC(=O)CCS(=O)(=O)c2ccc(Br)s2)cc1	1.0	98	-15	-5	-16	-6	95	-5	-3
17	CCOc1ccccc1NC(=O)c1ccccc1-c1ccccc1	-2.0	105	-24	-28	24	-2	105	10	-10
18	CC(C)c1nnc(NC(=O)CCC(=O)Nc2ccccc2)s1	1.1	104	-6	-15	8	4	101	2	3
19	COc1ccc(C2=NOC(C3(S(=O)(=O)c4ccccc4)CC(O)C3)C2)cc1 (stereo unspecified)	0.1	100	.	.	.	.	101	-1	.
20	COC(=O)C(Nc1ccccc1Cl)(c1cc(C)c(O)c(C)c1)C(F)(F)F (stereo unspecified)	-2.2	101	-12	-26	-11	2	101	7	3
21	O=C(NCCCN1CCOCC1)c1sc2cc(Cl)ccc2c1Cl	3.4	103	9	0	28	18	94	-9	6
22	CCOC(=O)C1Nc2ccc(Br)cc2C2C=CCC12 (stereo unspecified)	-1.3	93	0	-12	-14	5	92	2	-13
23	O=C1c2ccccc2C2(c3ccccc3)NCCCN12 (stereo unspecified)	0.0	92	4	4	12	3	103	-8	-7
24	CC(=O)NC1(c2cccc(F)c2)CCN(CC(=O)NC(C)C)CC1	-0.3	103	-4	-9	45	7	100	-1	-10
25	Cc1cc(CNC(=O)c2cc(COc3c(F)cccc3F)on2)nn1C	1.5	100	-11	-7	40	3	102	-1	-7
26	COC(=O)C1=C(C(=O)OC)[C@@H]2N(C)c3ccc(OC)cc3[C@@]23C[C@@H](C(=O)OC)N(C(=O)c2ccc(Br)cc2)C3=N1	-2.2	98	.	.	4	.	103	2	.
27	O=C(CSc1ccc(Cl)cc1)N1CCN(c2ccc([N+](=O)[O-])cc2Cl)CC1	1.8	95	-2	0	5	-21	98	0	3
28	CC(C)CNS(=O)(=O)c1ccc(OCC(=O)Nc2ccc(F)cc2F)cc1	3.5	93	-15	1	-35	-80	96	7	0
29	O=C(NCc1ccco1)c1cc2cc(Br)ccc2o1	-1.4	95	-8	-11	-32	18	97	-5	33*
30	Cc1nc2c3ccccc3nc(NNC(=O)CCC(=O)NC3CCCC3)n2n1	-0.3	105	-8	-6	2	6	105	4	15
31	Cc1cc(C)cc(N(C(=O)c2sc(C)nc2C)C(C(=O)NC(C)(C)C)c2ccncc2)c1 (stereo unspecified)	-0.5	94	-5	-1	-24	22	95	-6	5
32	CC(C)(C)c1ccc(OCC(=O)Nc2ccc3c4c(cccc24)C(=O)NC3=O)cc1	.	83	-1	-8	41	-5	97	-7	-6
33	Cc1oc(-c2cc(F)ccc2F)nc1CN1CCN(c2ncnc3ccccc23)CC1	6.2	81	-18	0	32	15	94	-16	5
34	O=C(c1ccc(N2CCOCC2)cc1[N+](=O)[O-])N1CCOCC1	0.5	100	-2	-11	-15	34*	97	-3	0
35	CC(C)OCC(O)CS(=O)Cc1ccccc1 (stereo unspecified)	-1.1	106	0	-3	3	4	100	0	-1
36	Cc1sc2ncnc(N[C@@H](Cc3ccccc3)C(=O)O)c2c1C	0.8	104	-26	4	11	18	103	3	-3
37	O=C(Nc1ccc2c(c1)CN(Cc1ccc(CO)o1)CC2)c1ccc(C(F)(F)F)cc1	-1.2	102	-26	7	19	20	103	2	13
38	C[C@H](NC(=O)c1nc[nH]c1C(=O)N1CCc2ccccc2C1)C(=O)OC(C)(C)C	-2.5	87	.	.	-13	.	86	2	.
39	c1ccc(-c2cc3c(N4CCN(c5ncccn5)CC4)ncnc3s2)cc1	-2.0	90	-1	-3	-1	-2	95	-8	-3
40	Cc1cccc(OCCCc2c(C)n[nH]c2C)c1	0.2	109	-4	8	5	9	105	6	3
41	CCOC(=O)N1CCc2c(sc3c2c(=O)n(-c2ccc(CC)cc2)c(=O)n3CC(=O)NCC2CCCO2)C1 (stereo unspecified)	-0.4	103	-54	-21	38	-6	100	3	-3
42	Cc1cc(=O)oc2cc(OC(C)C(=O)NC3CCCC3)ccc12 (stereo unspecified)	4.6	99	-12	-1	36	-4	100	1	9
43	Cc1cc2cc3c(cc2nc1SCC(=O)Nc1ccccc1)CCC3	-0.8	92	0	-11	-128	-8	92	-1	6
44	CCN(CC)S(=O)(=O)c1ccc2c(c1)c(=O)c(C(=O)N1CCN(c3ccccc3)CC1)cn2C	-0.3	97	-31	6	-1	13	100	0	2
45	CCC(CC)NC(=O)Nc1cccc(C)c1C	-1.5	101	-11	-16	-13	8	98	-2	6
46	CN(C(=O)CN1C(=O)S/C(=C\c2ccccc2Cl)C1=O)C1CCS(=O)(=O)C1 (stereo unspecified)	0.0	101	-9	-5	24	-5	99	0	4
47	CCOC(=O)CC1COCCN1Cc1cn[nH]c1-c1cc(OC)c(OC)c(OC)c1 (stereo unspecified)	0.1	90	-19	-13	41	.	89	-18	-4
48	C#Cc1ccc([C@H]2C=C(C(=O)N3CCN(Cc4ccccc4)CC3)O[C@@H](OCC)[C@@H]2CCCO)cc1	2.1	91	-36	-5	30	10	95	3	4
49	Cc1ccc(-c2nn(C)c(=O)c3ccccc23)cc1S(=O)(=O)NCCN1CCOCC1	-0.6	102	-4	-14	7	-13	98	-1	5
50	COc1ccccc1C(=O)NCCN=C1NS(=O)(=O)c2ccccc21	0.6	99	-6	-5	32	-13	101	2	1
51	CCc1ccc(NC(=S)Nc2cccc3cnccc23)cc1	7.8	98	-3	-13	44	13	100	0	4
52	CCOC(=O)N1CCC(N(C(=O)Nc2ccc(Cl)c(Cl)c2)C(C)CC)CC1 (stereo unspecified)	1.4	102	0	-6	0	20	100	-5	-2
53	Brc1ccc(-c2ncc(-c3ccccc3)cn2)cc1	1.7	105	-1	3	16	9	103	2	-2
54	CN(C)CCCN=Cc1c(O)n(Cc2ccc3c(c2)OCO3)c(=O)c2ccccc12	9.9	125	14	-1	32	4	96	9	1
55	COC(=O)c1ccc(NC(=O)C(=O)N2CCN(C(=S)Nc3ccc(OC)cc3)CC2)cc1	3.2	82	-5	15	-21	25	97	-2	2
56	COc1ccc(NC(=O)COC(=O)c2ccc(S(=O)(=O)N(C)c3ccccc3OC)cc2)cc1OC	5.7	102	-21	4	17	-1	100	-2	1
57	CC(C)C(NC(=O)c1ccccc1NC(=O)c1ccccc1)C(=O)NCCCn1ccnc1 (stereo unspecified)	0.8	102	0	-6	22	4	101	3	-7
58	O=C(Nc1cccc2ncccc12)c1ccc(-c2ccc(Cl)cc2Cl)o1	-1.3	96	-9	-2	17	15	102	-9	5
